TCR-CD3 inh – inhibitors of human TCR-CD3 interaction; TAMRA-labeled TCR probe fluorescence, biochemical; inhibition, % at 9.4 µM; actives 0.37% (n = 360,000); AID 651800; in the data active = inhibition above about 19%;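 also: recombinant mutant TCR 2C K166C tagged with TAMRA read by polarization; 0% = receptor in buffer alone and 100% = receptor with positive control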
UHRF1 MBD2 ctr – blocks human UHRF1 binding to methylated DNA; Q96T88; AID 687016; inhibition, % at 4.4 µM; UHRF1 binding to methylated oligo, TR-FRET; actives 0.75% (n = 370,000); in the data active = inhibition above about 21%;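 also: UHRF1 SRA domain binding a hemimethylated CpG hairpin DNA probe; 0% = median of test compound wells and 100% = reference inhibitor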
mABHD4 FP – inhibits mouse alpha/beta hydrolase domain 4; Q8VD66; purified mABHD4, FP-Rh probe fluorescence polarization; inhibition, % at 8.92 µM; actives 0.54% (n = 370,000); AID 720543;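 active = inhibition exceeding the mean over every tested compound plus 3 SD, cut at about 30% in these data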;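 also: 0% = plate median of compound wells and 100% = S159A mutant with DMSO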
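Assay system: Wild-type mouse ABHD4 protein | Medium: HEPES pH 7.0 buffer, 150 mM NaCl, 0.01% Pluronic F-127 | Incubation: Enzyme–compound pre-incubation 45 min, then probe 60 min, both 25 °C | Technique: Fluorescence polarization with parallel and perpendicular emission, 525/598 nm | Evaluation: % inhibition of FP-Rh probe binding versus controls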
LEDGF integ inh – blocks HIV-1 LEDGF/p75-dependent DNA integration; TR-FRET IN-LEDGF/p75 DNA integration, Eu/Cy5; inhibition, % at 3.7 µM; actives 0.64% (n = 370,000); AID 743269;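 active = inhibition above the screen-wide mean plus 3 SD, cut at about 13% in these data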;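 also: signal is the Cy5 over europium emission ratio at 671 and 618 nm; 0% = plate median of compound wells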
SIAE primary – blocks human sialic acid acetylesterase | Q9HAT2 | SIAE FP-Rh probe binding, fluorescence polarization | inhibition, % at 9.66 µM | actives 0.69% (n = 370,000);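 active = inhibition above a cutoff: mean of compounds within the control limits plus 3 SD of those, cut at about 17% in these data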;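 also: 0% = plate median of compound wells and 100% = probe without SIAE protein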
Target sequence (Q9HAT2 whole entry, looked up): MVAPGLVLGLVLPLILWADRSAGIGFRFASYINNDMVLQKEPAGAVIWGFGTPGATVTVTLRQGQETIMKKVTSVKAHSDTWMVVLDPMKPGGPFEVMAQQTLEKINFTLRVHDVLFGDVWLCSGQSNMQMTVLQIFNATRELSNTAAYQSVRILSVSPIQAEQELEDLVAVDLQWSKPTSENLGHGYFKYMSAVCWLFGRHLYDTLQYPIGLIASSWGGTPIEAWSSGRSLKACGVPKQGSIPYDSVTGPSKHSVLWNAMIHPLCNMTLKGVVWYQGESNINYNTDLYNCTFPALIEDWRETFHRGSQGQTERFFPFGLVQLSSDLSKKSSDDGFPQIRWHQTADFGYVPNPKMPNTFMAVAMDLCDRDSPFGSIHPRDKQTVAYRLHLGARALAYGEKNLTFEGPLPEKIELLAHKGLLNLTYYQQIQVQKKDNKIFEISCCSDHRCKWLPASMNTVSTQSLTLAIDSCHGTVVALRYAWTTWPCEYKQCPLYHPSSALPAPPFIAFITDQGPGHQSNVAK
HTRA1 inhibitor – HTRA1 (human) protease inhibition; recombinant HTRA1, FP-rhodamine activity-based probe, fluorescence polarization; inhibition, % at 5.96 µM; actives 0.5% (n = 340,000); AID 504803; in the data active = inhibition above about 36%;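 also: 0% = enzyme with DMSO and 100% = wells lacking enzyme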
Target sequence (Q92743 whole entry, looked up): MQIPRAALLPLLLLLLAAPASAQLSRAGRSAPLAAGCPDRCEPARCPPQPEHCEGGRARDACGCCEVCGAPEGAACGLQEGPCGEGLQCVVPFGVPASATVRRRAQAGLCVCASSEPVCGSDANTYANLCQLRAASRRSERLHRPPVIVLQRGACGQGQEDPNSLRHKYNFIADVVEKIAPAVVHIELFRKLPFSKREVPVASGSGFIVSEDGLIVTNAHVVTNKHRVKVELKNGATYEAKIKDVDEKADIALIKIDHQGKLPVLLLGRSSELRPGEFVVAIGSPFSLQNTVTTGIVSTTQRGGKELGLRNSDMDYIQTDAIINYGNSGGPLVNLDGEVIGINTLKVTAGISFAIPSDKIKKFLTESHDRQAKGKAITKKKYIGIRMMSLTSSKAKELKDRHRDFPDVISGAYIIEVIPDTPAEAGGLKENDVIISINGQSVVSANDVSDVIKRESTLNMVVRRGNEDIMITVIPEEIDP
PG9 binder – PG9 antibody binding by small molecule; TR-FRET gp120-PG9 antibody binding; inhibition, % at 6.7 µM; actives 0.43% (n = 360,000); in the data active = inhibition above about 8.5%
TDP2 absorb – blocks human TDP2 phosphodiesterase activity; O95551; recombinant TDP2, T5PNP hydrolysis, p-nitrophenol absorbance 415 nm; inhibition, % at 12.8 µM; actives 0.34% (n = 370,000); AID 720702;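 active = inhibition above the mean of all tested compounds plus 3 SD, set per campaign, cut at about 25% in these data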;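 also: 0% = DMSO with enzyme and 100% = buffer with substrate but no TDP2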
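Test system: Human TDP2 enzyme | Reagent: 5 mM T5PNP | Compound dosing: 12.8 µM single point, 1% DMSO | Incubation: Enzyme reaction with compound for 2 h at 37 °C | Technique: p-Nitrophenol epi absorbance | Read-out: % inhibition relative to enzyme-containing and enzyme-free wells | Benchmarks: High control without enzyme, low control DMSO plus TDP2 | Replicates: Singlicate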
DDE Tn7 FP inh – inhibitors of Tn7 peptide binding to human fibrin DD(E); P02675; FP displacement of FITC-Tn7 peptide from fibrin DD(E); 0% = median of compound wells per plate; inhibition, % at 8.3 µM; actives 0.13% (n = 370,000); AID 720508;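 active = inhibition above the mean of compounds falling within the control limits plus 3 SD of them, cut at about 14% in these data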;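 also: 0% = plate median of compound wells and 100% = 10 µM Aha-Tn7 peptide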
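Test system – human fibrin DD(E) · Times – 10 min preincubation, 3 h with tracer, room temperature · Detection – fluorescence polarization of the labelled Tn7 tracer · Measure – percent inhibition normalized to high-control wells · Benchmarks – high control wells with 10 µM unlabelled Aha-Tn7 peptide (full inhibition) · Repeats – singlicate testing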
PRMT1 FP inh – blocks human protein arginine methyltransferase 1; Q99873; recombinant PRMT1, activity-based probe fluorescence polarization; inhibition, % at 2.79 µM; actives 1.3% (n = 370,000); AID 652257;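 active = inhibition above about 21% made by adding two undisclosed values, limit read from the data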
* hit, by the source's call; nt = no result given.

SMILES | TCR-CD3 inh | UHRF1 MBD2 ctr | mABHD4 FP | LEDGF integ inh | SIAE primary | HTRA1 inhibitor | PG9 binder | TDP2 absorb | DDE Tn7 FP inh | PRMT1 FP inh
NC(=O)C(c1ccccc1)c1ncc(C(F)(F)F)cc1Cl (centres undefined) | 2 | 6 | -17 | -1 | -7 | -2 | 0.3 | 0 | 10 | 6
COc1ccccc1CNS(=O)(=O)CCNCc1ccco1 | -2 | 0 | 2 | -3 | 6 | 3 | -0.9 | 6 | -3 | 2
CCc1cc(C(=O)Cc2ccc(F)cc2)c(O)cc1O | 5 | -4 | -29 | 0 | 12 | -14 | -2.6 | -9 | 1 | 1
CCC(C)NC(=O)C(Cc1ccccc1)n1cccc1 (centres undefined) | 6 | 0 | -2 | 3 | 2 | 3 | 0.5 | 5 | -1 | 0
CC(=O)c1ccc(N2Cc3ccccc3C3(CCOCC3)C2=N)cc1 | -2 | -1 | -6 | -1 | -5 | 7 | -0.6 | 5 | -9 | -2
NC(=O)c1cc([N+](=O)[O-])ccc1NCc1ccc(O)cc1 | -3 | 13 | -1 | 0 | 2 | -5 | -0.9 | 4 | -9 | -1
Cc1cc(NC(=O)CN2C(=O)NC(CCc3ccccc3)C2=O)no1 (centres undefined) | 6 | -3 | 2 | 10 | 0 | -3 | -1.4 | 4 | -1 | -2
Cc1ccc2nc(SC(C)C(=O)NC3CCCc4ccccc43)[nH]c2c1 (centres undefined) | 8 | -1 | -5 | 0 | -8 | -17 | -2.2 | -11 | -1 | -1
CCOc1ccc(S(=O)(=O)n2cnc3cc(C)c(C)cc32)cc1 | -9 | 2 | 7 | 0 | 1 | -3 | 2.4 | 0 | -1 | 1
CCN(CC)CCNCC1C(=O)O[C@@H]2C[C@@]3(C)CCC[C@H](C)C3=C[C@H]12 (some centres undefined) | -2 | 2 | 2 | -4 | 2 | 4 | 1.1 | -1 | 1 | 4
COC(=O)[C@]1(C)N[C@H](CN(C)C(=O)Nc2ccc(OC)cc2)[C@@H]2C(=O)N(Cc3ccccc3)C(=O)[C@@H]21 | -5 | 3 | 4 | -4 | 2 | 8 | -0.4 | 1 | 4 | 1
Cn1cccc1/C=C1\SC(=S)N(NC(=O)c2cccc(Cl)c2)C1=O | -3 | 1 | -2 | -5 | 3 | -3 | -3.7 | -3 | -6 | -10
COc1ccc(S(=O)(=O)N2CCCCC2)cc1NC(=O)CNc1ccccc1C(C)=O | -4 | -1 | -6 | 11 | -7 | -14 | -0.3 | -4 | -2 | -2
CCCn1c(NC(=O)c2cccc(S(=O)(=O)N3CCCC3)c2)nc2ccccc21 | 1 | -3 | -16 | 4 | -10 | -35 | 0.0 | -3 | -1 | 3
C[C@H]1CN([C@@H](C)CO)C(=O)CCCn2cc(nn2)CO[C@@H]1CN(C)S(=O)(=O)c1ccc2c(c1)OCCCO2 | -1 | -1 | 4 | -1 | 3 | 2 | 0.9 | -3 | 0 | -4
Cc1oc(C(=O)O)cc1COc1ccc2c3c(c(=O)oc2c1)CCC3 | 0 | 6 | 20 | -1 | -2 | -11 | -0.1 | -11 | 2 | 3
CC(C)C(=O)NNC(=O)c1csc(CS(=O)(=O)c2ccc(Cl)cc2)n1 | -4 | 3 | 1 | -2 | -3 | 5 | -1.4 | 14 | -3 | -5
Cc1cc(NS(=O)(=O)c2ccc(C(C)C)cc2)no1 | 0 | 2 | 4 | -5 | 1 | 1 | -1.0 | -7 | -3 | 4
O=S(=O)(c1ccsc1)N1CC=C(c2ccccc2)CC1 | 0 | 2 | -7 | 1 | 2 | -1 | -1.1 | 5 | 2 | -2
Cc1cc(=O)n2nc(N3CCC(C(=O)Nc4cccc(Cl)c4C)CC3)sc2n1 | 6 | 8 | -4 | 2 | -1 | 5 | 0.4 | -2 | -9 | -6
CCn1c(=O)c([N+](=O)[O-])c(NCCN(C)C)c2ccccc21 | -4 | 4 | 0 | 2 | -3 | 1 | 0.0 | -8 | -10 | -2
CCCCCC(=O)Nc1nc2ccccc2[nH]1 | 6 | -3 | 3 | 3 | 6 | -4 | -0.4 | 2 | -4 | 6
O=c1oc2ccccc2n1Cc1cccc(F)c1 | -1 | -3 | -7 | 0 | -4 | -7 | -0.4 | 4 | -7 | -1
CCNC(=O)C(CCSC)NS(=O)(=O)c1ccc(C)cc1 (centres undefined) | 4 | -3 | 1 | -1 | -4 | 8 | 1.3 | 5 | 1 | -2
CCc1nc2c(OCC(=O)C(C)(C)C)cccn2c1N(C)C(=O)c1ccccc1F | 2 | -3 | 6 | 2 | -2 | nt | -0.8 | 1 | 9 | 1
CCc1cc2cc3c(cc2nc1SCC(=O)Nc1c[nH]c(=O)[nH]c1=O)OCO3 | -7 | 1 | -4 | 0 | -2 | 7 | 0.8 | 0 | 0 | 1
O=C(Nc1cc(S(=O)(=O)N2CCOCC2)ccc1Cl)c1ccncc1 | -4 | 1 | 0 | 4 | 1 | 5 | -0.6 | -2 | 1 | -2
O=C(O)CC1SC(=O)N(CC(=O)c2ccccc2)C1=O (centres undefined) | -2 | 3 | 0 | 0 | -5 | 4 | -0.7 | 2 | 8 | 3
CCOC(=O)c1c(-c2ccc(C)o2)csc1N | 2 | -5 | 8 | -4 | 14 | 5 | 1.0 | -5 | 3 | 9
COC(=O)\C(C(C)=O)=C(/C=C/C=C/C=C/N(C)C)N(C)C | 5 | 55* | 12 | 56* | 3 | 0 | 2.4 | 6 | 2 | 12
COc1cccc(OC)c1Nc1nc(C)nc2c1nnn2Cc1ccccc1Cl | 1 | 7 | -4 | -4 | -8 | 6 | -0.7 | -15 | -2 | 4
CCn1nc(CC(=O)Nc2nnc(CC(=O)N3CCCCC3)s2)c2ccccc2c1=O | 0 | 2 | 1 | 0 | 6 | -4 | -2.0 | 6 | 0 | 0
COc1ccccc1N1CCN(C(=O)c2cc3n(n2)C(C(F)(F)F)CC(c2ccco2)N3)CC1 (centres undefined) | -2 | 1 | 3 | 0 | 13 | -2 | 0.4 | -3 | -4 | 4
O=C(Cc1ccc(Cl)cc1)NNC(=O)C1CC=CCC1C(=O)O (centres undefined) | 3 | -3 | 2 | 6 | 2 | -1 | -1.6 | -2 | 3 | -3
O=Cc1ccc(OCC(=O)NCC2CCCO2)cc1 (centres undefined) | 7 | 1 | 0 | 2 | 3 | 1 | -1.2 | -3 | -7 | 1
Cc1cccc(C)c1NC(=O)C1C(c2ccc3c(c2)OCO3)=Nc2ccccc2N1C(=O)c1ccccn1 (centres undefined) | 0 | -2 | 6 | 2 | 0 | nt | 0.1 | -6 | -5 | -4
O=C(CSc1nnc(-c2ccccc2)c2ccccc12)NCCN1C(=O)CSC1=O | 3 | 8 | -1 | 2 | -1 | -1 | -1.4 | 3 | -10 | 1
CC1(C)N=C(N)N=C(N)N1c1cccc(CC(=O)Nc2ccccc2)c1 | 4 | 0 | -8 | 2 | -7 | 3 | -2.5 | -22 | 0 | -4
COC(=O)c1cc(CSc2nc3ccccc3c(=O)n2C)oc1C | -4 | -1 | 3 | 2 | 1 | -7 | 1.3 | 7 | 7 | 2
CCN(CC)C(=O)c1oc2ccc(S(=O)(=O)N3CCCCCC3)cc2c1C | 1 | 1 | 0 | 2 | 0 | -3 | 2.1 | 6 | 4 | -1

Whole records as entered above. Values in the order: TCR-CD3 inh	UHRF1 MBD2 ctr	mABHD4 FP	LEDGF integ inh	SIAE primary	HTRA1 inhibitor	PG9 binder	TDP2 absorb	DDE Tn7 FP inh	PRMT1 FP inh
`CCCCCC(=O)Nc1nc2ccccc2[nH]1` as listed: 6	-3	3	3	6	-4	-0.4	2	-4	6
`COc1cccc(OC)c1Nc1nc(C)nc2c1nnn2Cc1ccccc1Cl` as listed: 1	7	-4	-4	-8	6	-0.7	-15	-2	4
`CCc1nc2c(OCC(=O)C(C)(C)C)cccn2c1N(C)C(=O)c1ccccc1F` as listed: 2	-3	6	2	-2	nt	-0.8	1	9	1
`COC(=O)\C(C(C)=O)=C(/C=C/C=C/C=C/N(C)C)N(C)C` as listed: 5	55*	12	56*	3	0	2.4	6	2	12

Remaining list, next part.
SMILES | TCR-CD3 inh | UHRF1 MBD2 ctr | mABHD4 FP | LEDGF integ inh | SIAE primary | HTRA1 inhibitor | PG9 binder | TDP2 absorb | DDE Tn7 FP inh | PRMT1 FP inh
COc1cccc(OCCOc2cccc(/C=N/n3cnnc3)c2)c1 | -2 | 1 | 1 | 4 | 5 | -47 | -2.7 | -4 | -1 | -3
CCCc1cc(-c2n[nH]c(C(=O)OCC)c2-c2cscn2)c(O)cc1O | -5 | -4 | -1 | 3 | 3 | 1 | 1.0 | 9 | 0 | 2
C/C(=N\NS(=O)(=O)c1cccc([N+](=O)[O-])c1)c1cc2ccccc2o1 | -4 | 0 | 6 | -3 | 0 | 3 | -0.5 | 3 | -6 | 7
CCOC(=O)c1ccc(S(=O)(=O)N2CCC(C(=O)NCC3COc4ccccc4O3)CC2)cc1 (centres undefined) | 2 | -1 | -3 | 5 | -5 | -5 | 1.1 | 6 | 2 | -8
CNc1snc(C)c1C(=O)OC(C)C(=O)NCc1ccccc1 (centres undefined) | 17 | 0 | 2 | 2 | 1 | 0 | 0.6 | -15 | -1 | -6
CCOC(=O)c1cc(-c2csc(-c3ccc(C(C)(C)C)cc3)n2)on1 | 0 | -1 | 3 | 1 | -2 | 4 | -1.6 | -13 | 2 | -2
N=C1CCCN1CC(=O)c1cccs1 | 1 | 0 | 1 | 3 | 3 | -5 | -2.7 | 9 | 2 | -4
CS(=O)(=O)N(CC(=O)N1CCC(C(N)=O)CC1)c1ccc(Cl)c(C(F)(F)F)c1 | 5 | -1 | 0 | -4 | 3 | -2 | 1.7 | 19 | -2 | 1
Cn1nc(CC(=O)Nc2ccc3c(c2)OCCO3)c2ccccc2c1=O | -4 | 0 | -3 | 4 | -1 | -3 | -0.5 | 8 | 5 | -2
Cc1ccc(-c2cc(C(=O)Nc3cc(C(=O)O)ccc3C)c3ccccc3n2)cc1 | 5 | -1 | -2 | -7 | -9 | nt | -2.1 | 0 | 1 | 0
NNC(=O)Cc1csc(-c2ccccc2)n1 | 4 | 1 | -9 | -1 | -2 | -11 | -0.7 | 12 | 11 | -1
Cc1cc(/C=N/NC(=O)c2c(Br)cnn2C)c(C)n1-c1cccc(Br)c1 | 9 | -7 | 0 | -2 | 9 | 4 | 0.2 | -6 | 10 | 0
CCOC(=O)/C=C1\SCC(=O)N1CC(=O)N1CCOCC1 | 2 | 0 | -5 | 8 | -1 | 2 | -2.0 | -3 | -1 | -4
CCc1cc(SC#N)ccc1N | 6 | 1 | 7 | -13 | 4 | -2 | 1.2 | -8 | -5 | 24*
